TEAD-YAP inh: TEAD-YAP interaction inhibition; actives 1.4% (n = 640,000); HEK-TIYL cells, TEAD-Gal4/YAP UAS-luciferase luminescence; inhibition, % at 9.12 µM; AID 1259422; in the data active means inhibition above about 32%;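 further: 0% = median of test compound wells and 100% = reference inhibitor wells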
GPR151 ag: activators of human GPR151 | PathHunter beta-arrestin GPR151 cells, luminescence | Q8TDV0 | activation, % at 11.2 µM | actives 1% (n = 650,000); in the data active means activation above about 4.9%;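 further: 0% = median of compound wells and 100% = cells with positive control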
Target sequence (Q8TDV0 whole entry, looked up): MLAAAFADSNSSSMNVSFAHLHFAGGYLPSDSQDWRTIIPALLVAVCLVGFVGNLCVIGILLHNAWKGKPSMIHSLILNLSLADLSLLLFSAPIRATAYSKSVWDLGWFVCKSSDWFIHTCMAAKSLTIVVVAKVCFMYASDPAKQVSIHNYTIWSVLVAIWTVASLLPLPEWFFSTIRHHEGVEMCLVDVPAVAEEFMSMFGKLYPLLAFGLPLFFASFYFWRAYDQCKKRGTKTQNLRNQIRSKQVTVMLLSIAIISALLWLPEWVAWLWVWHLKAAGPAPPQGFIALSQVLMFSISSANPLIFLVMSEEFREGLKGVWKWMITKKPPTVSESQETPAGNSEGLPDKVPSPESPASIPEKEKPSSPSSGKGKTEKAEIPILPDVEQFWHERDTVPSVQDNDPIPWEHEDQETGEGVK
FBW7 act: human FBW7 E3 ligase activation, primary screen; Q969H0; AlphaScreen FBW7–phospho-cyclin E peptide binding, activator screen; normalized activity (activation), % at 26.1 µM; actives 0.13% (n = 650,000); in the data active means normalized activity above about 1.9%;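 further: purified mutant Fbw7 with reduced substrate affinity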
Target sequence (Q969H0 whole entry, looked up): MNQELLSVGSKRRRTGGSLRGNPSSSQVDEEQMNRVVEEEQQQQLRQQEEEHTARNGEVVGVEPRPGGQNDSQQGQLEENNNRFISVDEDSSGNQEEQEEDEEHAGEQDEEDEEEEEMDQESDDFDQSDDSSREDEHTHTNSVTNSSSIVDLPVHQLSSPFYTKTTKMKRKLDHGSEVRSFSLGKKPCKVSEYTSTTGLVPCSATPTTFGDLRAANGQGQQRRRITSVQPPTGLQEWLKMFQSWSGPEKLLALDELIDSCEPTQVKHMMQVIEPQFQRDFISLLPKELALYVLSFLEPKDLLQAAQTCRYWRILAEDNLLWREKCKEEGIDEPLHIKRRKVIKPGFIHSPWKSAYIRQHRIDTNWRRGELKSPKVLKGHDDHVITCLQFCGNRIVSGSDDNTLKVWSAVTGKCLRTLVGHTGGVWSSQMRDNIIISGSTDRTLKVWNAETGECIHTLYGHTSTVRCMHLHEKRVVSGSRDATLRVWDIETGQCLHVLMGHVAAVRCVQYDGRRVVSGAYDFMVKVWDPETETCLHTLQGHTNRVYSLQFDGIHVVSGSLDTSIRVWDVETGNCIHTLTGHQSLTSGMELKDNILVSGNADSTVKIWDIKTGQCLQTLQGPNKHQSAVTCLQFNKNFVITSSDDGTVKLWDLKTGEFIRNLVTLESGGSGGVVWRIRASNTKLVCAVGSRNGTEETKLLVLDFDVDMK
MITF primary: human MITF inhibition, primary screen | actives 0.91% (n = 650,000) | inhibition, % at 2.6 µM | AlphaScreen MITF homodimerization, bead proximity signal; in the data active means inhibition above about 50%;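 further: 0% = vehicle wells with protein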
Starred values were filed as active, the others as inactive; · = not tested or not shown.

SMILES	TEAD-YAP inh	GPR151 ag	FBW7 act	MITF primary
O=C(CC1(C(F)(F)F)NCCN1)c1ccc(Cl)cc1	1	2.7	0.0	5
CCN(CC)c1ccc(/C=N\NC(=O)c2ccc(O)cc2)c(O)c1	-7	0.1	-0.1	16
Cc1ccc(-c2nc(-c3ccc([N+](=O)[O-])cc3)no2)cc1	-25	0.3	0.0	1
O=C(Nc1c[nH]c(=O)[nH]c1=O)c1ccc2c(c1)C(=O)N(Cc1ccccc1)C2=O	-3	0.4	0.0	15
COc1ccc(C(=O)Nc2nc(CC(=O)N3CCc4ccccc43)cs2)cc1	-19	0.1	0.0	13
O=C1CC(NCCc2ccccn2)C(=O)N1c1ccc(N=Nc2ccccc2)cc1 (configuration not stated)	-8	-0.7	-0.6	20
Cc1ccc(-n2c(C)cc(C(=O)C(=O)Nc3nccs3)c2C)c(C)c1	-33	-1.2	-0.3	11
CCc1ccc2c(c1)c(=O)c(S(=O)(=O)c1ccccc1)cn2CC(=O)Nc1ccccc1	3	0.1	0.5	17
Cc1cccc(C)c1NC(=O)C(=O)NCC(c1ccc2c(c1)OCO2)N1CCOCC1 (configuration not stated)	-6	-2.8	-0.1	3
CC(C)CCCC(C)NC(=O)COc1ccccc1 (configuration not stated)	4	2.3	0.1	-3
Cc1ccc(C)c(NCC(=O)N/N=C(\N)c2ccccc2)c1	-14	-0.2	0.7	13
Cc1ccc(CNC(=O)C2CCN(C(=O)N3CC(C)Oc4ccccc43)CC2)cc1 (configuration not stated)	2	-0.4	0.6	11
Cc1cccc(NC(=O)Nc2nnc(N3CCCC3)s2)c1	-2	-0.8	0.1	11
CCOCc1nnc(NC(=O)Cc2c(F)cccc2Cl)s1	4	0.7	0.1	5
CN(C)c1cccc(NC(=O)Cc2cccc3ccccc23)c1	-6	0.1	0.0	10
O=P(O)(O)OC1[C@@H](O)[C@H](O)C(O)[C@H](O)[C@@H]1O (some centres not stated)	·	0.9	·	3
Cc1ccc(Sc2ccc(C(=O)OCC(=O)Nc3cc(C)on3)cc2[N+](=O)[O-])cc1	-2	-0.7	0.2	-4
C=C1Cn2c(nnc2-c2ccc(Br)cc2)S1	13	-2.1	0.4	4
O=C(On1c(C2CCCCC2)nc2ccccc2c1=O)c1ccc(F)cc1	1	0.5	0.1	23
Cc1ccccc1NS(=O)(=O)c1cc([N+](=O)[O-])ccc1Cl	-10	0.7	0.0	6

A draw from above in order of length of the SMILES, falling.
SMILES	TEAD-YAP inh	GPR151 ag	FBW7 act	MITF primary
Cc1ccc(Sc2ccc(C(=O)OCC(=O)Nc3cc(C)on3)cc2[N+](=O)[O-])cc1	-2	-0.7	0.2	-4
CCc1ccc2c(c1)c(=O)c(S(=O)(=O)c1ccccc1)cn2CC(=O)Nc1ccccc1	3	0.1	0.5	17
Cc1cccc(C)c1NC(=O)C(=O)NCC(c1ccc2c(c1)OCO2)N1CCOCC1 (configuration not stated)	-6	-2.8	-0.1	3
Cc1ccc(CNC(=O)C2CCN(C(=O)N3CC(C)Oc4ccccc43)CC2)cc1 (configuration not stated)	2	-0.4	0.6	11
O=P(O)(O)OC1[C@@H](O)[C@H](O)C(O)[C@H](O)[C@@H]1O (some centres not stated)	·	0.9	·	3
O=C1CC(NCCc2ccccn2)C(=O)N1c1ccc(N=Nc2ccccc2)cc1 (configuration not stated)	-8	-0.7	-0.6	20
Cc1ccc(-n2c(C)cc(C(=O)C(=O)Nc3nccs3)c2C)c(C)c1	-33	-1.2	-0.3	11
Cc1ccccc1NS(=O)(=O)c1cc([N+](=O)[O-])ccc1Cl	-10	0.7	0.0	6
Cc1ccc(C)c(NCC(=O)N/N=C(\N)c2ccccc2)c1	-14	-0.2	0.7	13
CCOCc1nnc(NC(=O)Cc2c(F)cccc2Cl)s1	4	0.7	0.1	5
C=C1Cn2c(nnc2-c2ccc(Br)cc2)S1	13	-2.1	0.4	4
CC(C)CCCC(C)NC(=O)COc1ccccc1 (configuration not stated)	4	2.3	0.1	-3

More entries.
SMILES	TEAD-YAP inh	GPR151 ag	FBW7 act	MITF primary
Cc1ccc(Cl)cc1NC(=S)N(CCCN1CCN(C)CC1)Cc1ccco1	-7	1.0	-0.2	7
O=C(Nc1c2c(nn1-c1ccc(F)cc1)CS(=O)(=O)C2)C1CC1	4	-0.3	-0.1	-11
Cc1cc(NS(=O)(=O)c2ccc(NC(=O)c3cccnc3)cc2)no1	-1	0.2	-0.2	3
COc1ccc(C(=O)OCC(=O)N2C(C)CCCC2C)cc1OC (configuration not stated)	6	1.8	0.0	-7
Clc1ccc2nc(C3CCN(Cc4nnnn4CCc4ccccc4)CC3)[nH]c2c1	1	-0.2	0.0	3
Cn1nc(N)c2cc(S(C)(=O)=O)c(-c3ccccc3)nc21	3	1.1	0.0	-2
O=C(CN(C(=O)CNC(=O)c1ccco1)c1ccc(F)c(Cl)c1)NC1CCCC1	-1	1.2	0.0	8
CCc1cc(NCCCO)n2nc3nc(C)cc(C)c3c2n1	2	0.4	-0.1	1
CCOC(=O)C1=C(C)N=c2s/c(=C/c3ccc(N4CCOCC4)o3)c(=O)n2C1c1ccccc1OC (configuration not stated)	8	-1.0	0.2	4
O=C(c1cc(-c2ccc(O)cc2)on1)N1CCCCC1	45*	-0.6	0.1	4
CS(=O)(=O)N(CC(=O)N1CCN(c2ccccc2)CC1)c1cccc([N+](=O)[O-])c1	5	-2.0	-0.3	-1
COc1ccccc1C(=O)NCCc1c(C)[nH]c2ccc(OC(F)(F)F)cc12	-44	0.1	-0.1	5
Cc1ccc(NC(=O)c2cc(S(=O)(=O)NCc3ccccc3)ccc2F)cc1C	4	-1.1	-0.1	-3
C=CCN1CCc2c(cc(O)c(O)c2Cl)C(c2ccccc2)C1 (configuration not stated)	-4	-0.1	-0.1	-18
COc1cc(C(=O)NCCc2nc3ccccc3[nH]2)cc(OC)c1OC	1	-0.6	-0.1	-6
O=C(O)CCC(=O)Nc1ccc(Br)cc1C(=O)c1ccccc1Cl	8	1.3	0.1	6
COc1cc(OC)cc(C(=O)N=c2sc3cc(S(C)(=O)=O)ccc3n2C)c1	0	-0.7	0.1	-4
Cc1ccc(SCCC(=O)N2CCCC2)cc1	-38	-2.2	0.2	1
CCN(c1ncnc2c1c(-c1ccccc1)cn2-c1cccc(C(F)(F)F)c1)C1CCCCC1	-7	1.8	0.0	-10
CC(=O)NCc1ccc(C(=O)COC(=O)c2ccc(C(C)(C)C)cc2)o1	0	-0.4	-0.1	-7
C=CCNC(=S)c1c(-c2ccccc2)c2c3n(c(-c4ccc(Br)cc4)nn13)CCCC2	-2	2.3	-0.1	10
Cc1cc(S(=O)(=O)Nc2ccc(Nc3ccccc3)cc2)c(C)s1	4	-0.8	0.0	-4
O=C1c2ccccc2-c2onc3c(N4CCN(c5ccccn5)CC4)cc(Nc4cccc(F)c4)c1c23	4	-1.0	-0.1	15
Cc1ccc(C)c(NC(=O)CSc2nnns2)c1	5	0.7	-0.1	-5
CCC[C@@H]1NC(=O)[C@@H]2C[C@H](NCc3ccc(C(C)(C)C)cc3)CN2C1=O	2	2.1	0.9	16
O=C(NC1CC1)c1ccc(S(=O)(=O)NC2CCN(Cc3ccccc3)CC2)cc1	-1	0.8	0.2	2
O=C(CN1C(=O)COc2ccccc21)NCCCN1CCCCC1	1	0.7	0.0	8
COc1ccc(-c2cc(NCCN(C(C)C)C(C)C)ncn2)cn1	-10	-0.3	-0.1	-4
CCOc1ccccc1NC(=O)/C=C/C(=O)O	-11	-1.1	-0.1	-8
NC(=O)CSc1nnc2c3ccccc3ncn12	-5	-2.8	0.2	16
Cc1cc(Cl)c2ccccc2[n+]1[O-]	12	0.8	-0.1	-5
O=C(CSc1nnc2c3ccccc3n(Cc3ccccc3)c2n1)Nc1nccs1	7	2.1	0.0	9
COc1cc2c(cc1OC)C(COc1ccc([N+](=O)[O-])cc1)N(C(=O)/C=C/c1ccco1)CC2 (configuration not stated)	-18	-0.6	-0.1	-2
CC(C)n1c(Sc2nncn2C)nc2c1c(=O)n(C)c(=O)n2C	-9	-0.7	-0.1	-12
Cc1cccc(NCN2C(=O)c3ccccc3C2=O)c1	3	-1.0	0.0	11
CC1=C(C(=O)Nc2ccc(C)cc2C)C(c2cccc(Br)c2)NC(=O)N1 (configuration not stated)	7	1.4	-0.1	-1
O=C(NC(=O)c1ccccc1)NC1(C(Cl)(Cl)Cl)OCCO1	-55	-1.1	0.0	18
O=C(NNC(=O)C1c2ccccc2Oc2ccccc21)NC12CC3CC(CC(C3)C1)C2	10	3.8	0.0	7
Cc1ccc(NC(=O)NCCNc2ccc(C)nn2)c(Cl)c1	0	0.7	-0.1	0
Cc1cc(C(=O)N2CCN(Cc3ccco3)C[C@@H]2C(C)C)c(C)[nH]1	4	0.4	-0.1	-17
Cc1c(NC(=O)c2cc(-c3ccc(Cl)cc3)on2)c(=O)n(-c2ccccc2)n1C	14	-0.8	0.1	13
CCOc1ccc(N=C2SC(C(=O)Nc3ccc(Br)cc3)CC(=O)N2C)cc1 (configuration not stated)	20	-0.1	0.1	-5
Cc1cc(Cl)ccc1NC(=O)c1sc2ncn(Cc3cccc(F)c3)c(=O)c2c1C	7	-0.1	0.2	2
COc1ccc(Nc2nnc(C(C)(C)C)c(=O)[nH]2)c(OC)c1	4	0.1	-0.1	-6
O=C(/C=C/c1ccco1)Nc1cc(Cl)ccc1Cl	-83	4.0	0.0	16
COc1ccccc1CN1CCNC(=O)C1CC(=O)N(C)Cc1cnccn1 (configuration not stated)	0	-0.9	-0.1	-8
Cc1cc(C)c2oc(-c3cc(N)ccc3Cl)nc2c1	-11	0.9	0.1	4
CCOC(=O)Cc1csc(NC(=O)CSc2nc(C)c(CC)c(=O)[nH]2)n1	12	-0.4	0.2	7
Cc1nc(NC(=O)CN(C)S(=O)(=O)c2ccc(Cl)cc2)sc1C	7	-1.7	-0.1	-12
O=C(Nc1ccc(SCc2ccccn2)nn1)C1CC1	0	-1.0	0.0	-24
(further entries)
SMILES	TEAD-YAP inh	GPR151 ag	FBW7 act	MITF primary
CC(=O)c1cccc(NC(=O)c2sc3nc(-c4cccc([N+](=O)[O-])c4)cn3c2C)c1	-2	-0.8	0.0	-5
CC1CCc2cc(F)ccc2N1C(=O)Nc1cccc([N+](=O)[O-])c1 (configuration not stated)	-9	1.1	0.0	9
COc1ccccc1C(=O)N1CCN=C1SCc1cccnc1	0	-0.7	0.2	-17
COc1cccc(CC(=O)N2CC[C@@H]3[C@H](CCCN3C/C(C)=C/c3ccco3)C2)c1	8	-0.7	0.1	9
Cc1ccc(NC(=O)CSc2ccc(C(=O)O)cn2)cc1	-5	0.1	-0.2	9
O=C(CCS(=O)(=O)Cc1ccccc1)Nc1ccc2c(c1)OCCO2	-1	-1.5	0.1	4
CCOc1ccccc1NS(=O)(=O)c1c(C)cc(C)cc1C	-3	1.1	0.2	-12
C/C(=C\c1ccco1)CN1CCN(Cc2ccc(C)o2)C(CCO)C1 (configuration not stated)	1	0.0	-0.1	8
Cc1c(Br)c(C(F)(F)F)nn1CC(=O)Nc1cc(O)cc([N+](=O)[O-])c1	2	0.6	-0.2	-2
O=C(CC12CC3CC(C1)CC(CC(=O)NC1=NCCS1)(C3)C2)NC1=NCCS1	-1	0.1	-0.2	-8
CCC(C(=O)Nc1ccc(F)cc1)n1nnc(C(=O)O)c1C(=O)O (configuration not stated)	-9	-1.6	0.9	17
Cc1cccc(NC(=S)NN2CCOCC2)c1C	7	0.3	0.1	-18
Nc1cc(OC(=O)c2cccc(F)c2)nn1S(=O)(=O)c1ccccc1	-3	0.3	-0.1	-11
O=C(NCC1CCC2(CCN(Cc3cccc4ncccc34)CC2)O1)c1ccco1 (configuration not stated)	5	1.3	-0.1	15
CC1=NN(c2nc(-c3ccccc3)cs2)C(=O)/C1=C/c1cccs1	10	-0.3	0.1	0
Cc1ccc(C2C3CN(C(C)C)CC=C3C(C#N)=C(N)C2(C#N)C#N)cc1 (configuration not stated)	6	0.1	0.2	1
Cc1ccc(-n2nnc3c(=O)n(CC(=O)NCc4ccco4)cnc32)cc1	2	0.3	0.1	22
COc1ccc2c(c1)OC(O)(C(F)F)CC2=O (configuration not stated)	-11	-0.7	-0.1	6
COc1cccc(-c2nc3ccc([N+](=O)[O-])cc3o2)c1	-11	1.7	-0.1	-4
CCCOC(=O)/C(=C/c1cccc(OC)c1OC)NC(=O)c1ccccc1	2	-0.9	0.1	10
Cc1cccc(NC(=O)CCC2CCN(C3CCSC3)CC2)c1 (configuration not stated)	9	0.5	-0.1	9
CSc1sc(C)cc1C1C(C#N)=C(N)N(c2cccnc2)C2=C1C(=O)CCC2 (configuration not stated)	12	0.6	0.1	1
O=S(=O)(/N=C/c1ccccc1O)c1ccc(N=Cc2ccccc2O)cc1	8	-2.2	-0.1	11
c1ccc2sc(N3CCN(C4CCCCC4)CC3)nc2c1	69*	-0.3	-0.1	7
COCC(C)NC(=O)c1ccc(Cl)c(Cl)c1 (configuration not stated)	4	1.7	0.0	-19
CCn1c2ccccc2c2cc(N3C(=O)C4C5C=CC(C5)C4C3=O)ccc21 (configuration not stated)	4	-0.7	0.1	8
C=CCN1C(=O)/C(=C/c2c(F)cccc2Cl)C(C(=O)OC)=C1C	-4	2.2	0.0	3
CCOC(=O)c1c(NC(=O)C(C)Sc2cn(CC)c3ccccc23)sc2c1CCC2 (configuration not stated)	-6	-1.3	-0.1	-4
COc1ccc(C(=O)Nc2ccc(NC(=O)c3ccco3)c(OC)c2)cc1Cl	4	1.7	-0.1	2
Cc1cc(C)n2ncc(C(=O)Nc3cccc(Cl)c3C)c2n1	10	2.3	0.1	18
COC(=O)c1cn(C(=O)c2ccc(Cl)c([N+](=O)[O-])c2)nc1N	7	-0.6	0.3	19
Cc1c(Cl)cccc1N1C(=O)/C(=C\c2ccccc2)N=C1c1ccccc1	12	-0.4	-0.1	-10

Screening results from PubChem.
